Compound activity deposited in PubChem by several laboratories.
Tn6 DDE FP = inhibitors of Tn6 peptide binding to human fibrin DD(E). 370,000 tested, 0.21% active. AID 720509. P02675. inhibition, % at 8.3 µM. Fibrin DD(E) TRITC-Tn6 fluorescence polarization displacement;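 active = inhibition above a per-campaign cutoff: mean of compounds within control limits plus 3 SD, cut at about 15% in these data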;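 also: 0% = median of all compound wells on the plate and 100% = blocking peptide control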
sPLA2-III inh = Inhibits HGIII-sPLA2 liposome hydrolysis, primary screen; QFRET BODIPY PC-A2 liposome hydrolysis, fluorescence; inhibition, % at 12.2 µM; 370,000 tested, 0.56% active;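 active = inhibition above mean plus 3 SD of compounds lying within the high and low control bounds, cut at about 19% in these data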;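 also: 0% = median of test compound wells and 100% = no enzyme DMSO wells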
ASAP1 inh = blocks human ASAP1-stimulated Arf1 GTP hydrolysis; 360,000 tested, 0.19% active; GDP FP detection; inhibition, % at 16.5 µM; Q9ULH1; in the data active = inhibition above about 25%;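 also: 0% = vehicle with enzyme and substrate and 100% = no enzyme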
ARFGAP1 inh = rat ARFGAP1 inhibition; Q62848; Arfgap1-stimulated ARF1 GTP hydrolysis, GDP FP detection; inhibition, % at 16.5 µM; 360,000 tested, 0.26% active;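 active = inhibition above a per-plate limit, mean inhibition of low control wells plus 3 SD, cut at about 25% in these data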;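 also: 0% = DMSO wells with enzyme and 100% = wells lacking Arfgap1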
Target sequence (Q62848 1-136 limits assumed): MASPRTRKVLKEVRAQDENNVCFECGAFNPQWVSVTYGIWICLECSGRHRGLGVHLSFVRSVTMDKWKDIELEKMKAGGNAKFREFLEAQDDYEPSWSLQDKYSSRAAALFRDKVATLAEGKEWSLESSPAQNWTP
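material = rat Arfgap1 catalytic domain, aa 1-136 | also added = human ARF1(Δ1-17)-GTP substrate | compound dosing = one concentration, 16.5 µM, DMSO 1.26% | times = GTP hydrolysis reaction 2 h at 25 °C | measured by = FP, GDP Alexa 633 tracer displaced from anti-GDP antibody, 620/688 nm | evaluation = percent inhibition of Arfgap1-stimulated GTP hydrolysis | replication = single well per compound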
proKLK7 act = activates the human kallikrein-7 zymogen. 370,000 tested, 0.9% active. activation, % at 7 µM. purified proKLK7, EDANS-DABCYL substrate fluorescence; 100% is mature enzyme control, 0% vehicle. P49862;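 active = activation above the mean of all tested compounds plus 3 SD, computed per campaign excluding outliers beyond control limits, cut at about 13% in these data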
Target sequence (P49862 whole entry, looked up): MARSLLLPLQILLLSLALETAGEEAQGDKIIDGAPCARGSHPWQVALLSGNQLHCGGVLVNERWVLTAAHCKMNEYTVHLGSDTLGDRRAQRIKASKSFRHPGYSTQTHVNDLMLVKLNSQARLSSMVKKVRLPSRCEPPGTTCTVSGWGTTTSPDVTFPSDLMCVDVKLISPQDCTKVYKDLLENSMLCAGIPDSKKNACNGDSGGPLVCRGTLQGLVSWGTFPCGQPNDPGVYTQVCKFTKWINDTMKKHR
rCAG binder = binds r(CAG) RNA repeats; 370,000 tested, 1.3% active; r(CAG) RNA repeat, TO-PRO-1 dye displacement fluorescence; inhibition, % at 3 µM; AID 651821;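 active = inhibition above the plate cutoff, the mean of all test compounds on that plate plus 3 SD, cut at about 35% in these data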;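 also: 0% = DMSO alone and 100% = 100 µM mitoxantrone as full dye displacement; higher means more dye released from RNA so lower well fluorescence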
ADAM10 inh = inhibitors of human ADAM10 | recombinant ADAM10, EDANS/DABCYL FRET peptide cleavage, 3 h | AID 720582 | O14672 | 370,000 tested, 0.62% active | inhibition, % at 7 µM;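 active = inhibition above a per-campaign cutoff equal to the mean of compounds falling between control-based bounds plus 3 SD, cut at about 20% in these data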;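 also: 0% = DMSO wells while the 100% control is not disclosed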
Target sequence (O14672 214-748 limits assumed): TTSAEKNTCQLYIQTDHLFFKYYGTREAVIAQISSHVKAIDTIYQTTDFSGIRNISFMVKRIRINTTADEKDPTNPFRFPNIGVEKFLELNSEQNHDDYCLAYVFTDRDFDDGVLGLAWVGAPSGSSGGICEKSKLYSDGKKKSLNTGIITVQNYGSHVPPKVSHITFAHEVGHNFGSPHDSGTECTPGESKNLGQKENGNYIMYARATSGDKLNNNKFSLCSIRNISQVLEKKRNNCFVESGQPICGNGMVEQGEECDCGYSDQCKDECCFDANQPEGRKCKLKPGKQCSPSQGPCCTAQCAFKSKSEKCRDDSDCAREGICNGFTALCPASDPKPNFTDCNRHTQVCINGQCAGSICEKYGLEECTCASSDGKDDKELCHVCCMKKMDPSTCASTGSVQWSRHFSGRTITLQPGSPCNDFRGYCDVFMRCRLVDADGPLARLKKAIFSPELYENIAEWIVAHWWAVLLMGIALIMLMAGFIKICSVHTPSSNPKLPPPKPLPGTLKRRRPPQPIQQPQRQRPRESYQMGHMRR
GC-B act = GC-B (human) receptor activation | P20594 | HEK293-GC-B cells, CNP EC30, cGMP TR-FRET; 0% at EC30 CNP, 100% saturating CNP | activation, % at 10 µM | 370,000 tested, 0.11% active;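 active = activation at 10 µM reaching about 35% in either raw or pattern-adjusted values, limit read from the data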
GC-A act = GC-A (human) enzyme activation; P16066; HEK293 GC-A cells, cGMP TR-FRET, EC30 ANP; 0% at EC30 ANP, 100% saturating ANP; activation, % at 10 µM; 370,000 tested, 0.14% active; in the data active = activation above about 40%
GAA850 FXN act = activators of GAA850 frataxin (FXN) promoter; HEK293 lucGAA850 FXN promoter luciferase reporter, 24 h; percent of 10 µM SAHA response; activation, % at 6 µM; 360,000 tested, 0.56% active; AID 540364;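 active = activation above the average of all compounds screened plus 3 SD, cutoff fixed separately per campaign, cut at about 7.5% in these data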;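 also: 0% = DMSO wells and 100% = 10 µM SAHA wells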
* = called active by the depositor; . = no result given; & = joins results of further samples. A portion of the library; count on the stated rates, not on these rows.

Results follow in this order: ADAM10 inh	GC-B act	GAA850 FXN act	Tn6 DDE FP	ARFGAP1 inh	rCAG binder	sPLA2-III inh	proKLK7 act	ASAP1 inh	GC-A act
> CSc1nc(N2CCN(C)CC2)c2ccccc2n1
    -36.4	6.5	3.8	1.9	4.4	-3.5	6.8	-0.3	4.0	-3.9
> CC(=O)Nc1cc([As](=O)(O)O)ccc1O
    -6.0	1.3	0.0	5.1	1.9	-0.3	-0.4	0.2	-9.1	5.1
> CCCCCCOC(=O)c1ccccc1N
    -6.3	0.6	1.5	-6.1	-1.3	-0.5	-0.2	-0.3	-6.5	-1.2
> CSc1ccc(CN2CCN(C(=O)COc3ccc(C)cc3)CC2)cc1
    -0.2	-0.7	-0.7	-3.0	-7.4	-9.1	-5.8	-0.4	-7.3	2.5
> CCCCCN1C(=O)c2cc(OC)ccc2[C@@]2(C(=O)OCC)Cc3cc(Cl)ccc3[C@@H]12
    -11.3	-22.4	.	-7.5	7.0	3.1	-4.4	0.3	-5.0	-23.3
> O=C(CCC(=O)N1C[C@H]2C[C@@H](C1)c1cccc(=O)n1C2)NCc1cccc(C(F)(F)F)c1
    -8.2	2.7	2.6	-0.7	-5.3	-4.1	-3.4	0.8	-4.1	4.5
> C=C1[C@H]2C[C@H]3[C@H]4N5C[C@]6(C)CCC[C@]47[C@H]([C@H]2O)[C@]3(C[C@]5(O)[C@H]67)[C@@H]1O
    -8.0	-2.8	0.6	-5.1	14.6	-1.9	-0.1	-0.1	-6.5	3.0
> Cn1cccc1/C=C1\C(=O)NC(=O)N(Cc2ccccc2Cl)C1=O
    4.2	9.3	6.3	5.6	-14.8	45.8*	-16.5	-0.3	-0.8	20.8
> COC(=O)C1=C(c2cccc(OCc3ccccc3)c2)C[C@@H]2CC[C@H]1N2C(=O)NCc1ccc2[nH]ccc2c1
    10.6	1.4	-6.5	0.3	-5.1	6.4	-28.2	-0.8	-7.5	-0.2
> O=C1NC(=O)N(c2ccccc2)C(=O)/C1=C\c1ccc([N+](=O)[O-])s1
    1.7	3.8	.	-5.6	-1.2	43.2*	-13.6	-0.4	-9.6	-2.9
> CC=C(CC)C1(CCC)C(=O)NC(=S)NC1=O
    4.4	-3.1	0.7	7.8	-2.0	2.6	4.9	0.7	-4.2	-0.8
> COCCCN=Cc1c(O)[nH]c(=S)[nH]c1=O
    1.9	-0.7	0.5	-2.2	-14.8	0.3	-1.1	-0.8	-18.4	-0.3
> COCCCN1Cc2ccccc2C1=N
    0.1	3.5	0.0	0.6	-0.8	-2.7	0.0	-0.1	1.2	2.8
> O=C1Nc2ccccc2C1Cc1nc2ccccc2c(=O)n1-c1ccccc1 (configuration not stated)
    -12.0	-11.2	-1.6	8.7	-9.3	4.1	-12.1	-0.1	-9.3	-25.5
> O=[N+]([O-])c1ccc2c(c1)Cc1cc(O)ccc1-2
    -9.1	1.2	3.5	-3.1	-0.9	9.0	-9.0	-0.1	8.0	11.9
> CC(=O)Nc1ccc([As](=O)(O)c2ccc([N+](=O)[O-])cc2)cc1
    5.5	2.0	1.3	-1.1	3.9	0.8	-3.8	0.3	6.4	-4.1
> CC1=C(N2CC2)C(=O)C(CO)=C(N2CC2)C1=O
    -16.3	-0.3	-14.2	2.4	-16.3	2.9	5.0	-1.0	5.3	-3.8
> Cc1cc(Cl)ccc1OCC(=O)O
    1.4	5.2	-1.8	3.7	4.2	3.2	2.8	0.0	7.6	-1.7
> CCn1c(=N)n(Cc2ccccc2F)c2ccccc21
    9.3	0.0	0.2	-1.7	-2.7	0.7	1.7	-0.1	-1.8	0.4
> COc1cc(C(=O)O)cc(OC)c1OC
    -0.7	-4.0	0.8	2.9	-6.4	-2.4	-3.1	-0.5	-0.9	0.1
> Cc1ccc(N2C(=O)NC(=O)/C(=C\c3cn(CC(=O)O)c4ccccc34)C2=O)cc1
    3.6	4.2	0.6	-10.7	-0.1	8.8	-3.9	-0.2	7.9	1.3
> Cc1cc(O)ccc1Cl
    -2.6	4.8	.	4.5	2.5	1.1	2.0	-0.2	-0.6	0.7
> Cc1c(P(=S)(c2ccccc2)c2ccccc2)[n+]2ccccc2n1C
    -9.3&-4.5	0.4&2.1	-0.3&1.2	9.6&-4.7	10.2&-1.7	7.8&-2.2	-10.4&4.4	-0.4&0.2	-16.1&0.2	3.0&4.9
> CCN1CC=C(c2c[nH]c3ccccc23)CC1
    -10.1	5.8	2.0	-6.1	-1.9	1.1	11.4	1.1	6.4	0.7
> NC(=S)/N=C/c1c(O)[nH]c(=O)[nH]c1=O
    -7.3	2.6	1.0	-2.0	-8.4	-2.9	1.4	0.2	-5.2	-2.3
> CCOC(=O)Cn1cc(C(=O)c2ccccc2F)c2ccccc21
    -11.6	4.9	2.8	-6.3	3.0	-4.2	-0.8	-0.5	5.0	-2.6
> COc1ccc(CCNC2CCCCC2)cc1
    0.2	-0.5	0.7	-1.6	2.4	-4.3	-1.1	0.0	11.2	0.1
> CCN1C[C@]2(C)CC[C@H](O)[C@]34C1[C@H](C[C@H]23)[C@@]1(O)C[C@H](OC)[C@H]2C[C@@H]4[C@@H]1C2O (some centres not stated)
    -10.8	-4.2	-0.5	2.7	-0.3	0.0	4.1	-0.1	9.4	3.2
> CC1CN(O)C2CCc3c(no[n+]3[O-])C12O (configuration not stated)
    4.8	4.7	0.2	-0.1	-8.9	2.0	2.0	-0.1	1.2	4.4
> Cc1cc2c(s1)NC(=O)CN=C2c1cccs1
    -0.3	0.5	-1.8	-6.7	8.9	0.9	-0.7	0.1	9.3	-4.8

Just ASAP1 inh, for 2 of the compounds above:
| Compound | ASAP1 inh |
| --- | --- |
| COc1cc(C(=O)O)cc(OC)c1OC | -0.9 |
| Cc1ccc(N2C(=O)NC(=O)/C(=C\c3cn(CC(=O)O)c4ccccc34)C2=O)cc1 | 7.9 |

(cont.)
Results follow in this order: ADAM10 inh	GC-B act	GAA850 FXN act	Tn6 DDE FP	ARFGAP1 inh	rCAG binder	sPLA2-III inh	proKLK7 act	ASAP1 inh	GC-A act
> CC(CC(C#N)(c1ccccc1)c1ccccc1)N1CCOCC1 (configuration not stated)
    -17.7	-5.2	0.6	7.3	3.9	0.4	10.5	0.2	-9.2	-10.5
> CS(=O)(=O)CCN1CC2CCCC(C2)C1
    -3.1	3.1	-0.7	2.2	12.8	5.4	-1.4	-0.2	-1.0	0.4
> O=C1NC(=O)C2(Cc3ccccc3N3CCCC32)C(=O)N1Cc1ccccc1 (configuration not stated)
    -6.5	0.2	4.8	6.1	-9.1	8.1	-3.3	-0.1	-8.9	0.0
> CSCCC(c1nnnn1C1CCCCC1)N1CCC(n2c(=O)[nH]c3ccccc32)CC1 (configuration not stated)
    8.5	-4.3	.	1.4	-3.8	2.6	2.9	0.7	-3.2	-7.4
> O=C(c1cccc2ccccc12)C1CCCN(C2CCC2)C1 (configuration not stated)
    3.4	-2.2	0.1	-4.0	0.1	-7.4	0.5	0.7	10.6	-0.6
> COc1ccc(C(=O)C2CCCN(Cc3ccc(F)cc3F)C2)cc1F (configuration not stated)
    0.5	2.7	1.8	4.5	-9.3	-7.6	-6.9	0.3	-1.1	-1.9
> COC(=O)C1=C(c2ccc(F)cc2F)C[C@@H]2CC[C@H]1N2C(=O)N1CCC(C)CC1
    -9.0	-3.2	0.2	2.5	-9.8	-6.3	1.0	-0.5	-5.6	-1.9
> O=S(=O)(c1ccccc1)N1CCCCC1c1cccnc1 (configuration not stated)
    -4.1	7.0	0.3	4.0	15.5	-6.3	1.8	0.1	2.5	2.5
> O=C1C2CCCN2C(c2cccc(Cl)c2)N1c1ccccn1 (configuration not stated)
    -9.1	0.4	0.8	-0.7	1.0	-0.7	-1.9	0.6	2.9	-8.9
> CSCCC(c1nnnn1Cc1ccccc1)N1CCC2(CC1)C(=O)NCN2c1ccccc1 (configuration not stated)
    8.5	-9.7	.	-7.5	-7.2	0.9	-6.1	0.6	-8.3	-15.9
> Cc1ccc(C2N(c3ccccn3)C(=O)C3CCCN32)o1 (configuration not stated)
    -5.6	3.7	0.0	2.1	-10.0	1.2	-2.0	0.0	-6.8	2.8
> Cc1cc(Oc2ccc(C(F)(F)F)cc2[N+](=O)[O-])c2c3c(c(=O)oc2c1)CCC3
    6.4	-8.8	-1.8	-2.0	2.3	0.5	2.4	0.5	8.0	-7.2
> Clc1ccc2c(c1)C(c1ccccc1Cl)=NCc1nnc(Br)n1-2
    6.9	-4.3	-0.5	6.7	0.2	-3.4	0.9	0.0	8.4	-5.0
> O=c1[nH]c(=S)n(Cc2ccc(F)cc2)c(O)c1C=NCc1ccc2c(c1)OCO2
    -6.2	2.0	2.2	-7.7	-11.7	-1.1	4.4	0.1	-4.1	6.3
> CCCCCCn1c(=O)c(C(=O)Nc2ncccc2O)c(O)c2ccccc21
    -2.1	4.4	2.2	-0.6	-15.2	1.2	2.3	0.1	1.7	1.4
> Cc1cc(C)n(-c2ccc(NN=C(C#N)C#N)cc2)n1
    4.5	5.0	-5.6	8.1	-1.8	18.7	0.3	0.8	-3.7	-3.1
> CCOC(=O)C(=CNc1ccc(C(O)(C(=O)OCC)C(F)(F)F)cc1C)C(=O)OCC (configuration not stated)
    3.7	15.2	-0.5	10.3	16.2	4.2	-9.3	0.9	0.3	14.0
> COc1ccc(OCC(=O)N2CCN(Cc3nc4cc([N+](=O)[O-])ccc4n3C)CC2)cc1
    3.3	-6.8	-0.3	-2.8	7.9	7.2	-6.1	0.1	0.6	5.0
> CCCCCn1c(=O)c(C(=O)Nc2cccc(C)n2)c(O)c2ccccc21
    5.0	-0.4	1.7	9.7	-1.4	1.0	-0.3	0.1	0.5	1.0
> CCN1CCN(C(=O)COc2ccc(S(=O)(=O)Nc3ccc(Cl)cc3)cc2)CC1
    -3.0	2.6	1.3	3.1	14.4	-2.0	-11.0	0.6	11.3	-3.0
> CCCNC1=C(C)C(=O)C2=C(C1=O)C(COC(N)=O)[C@]1(OC)C3NC3CN21 (some centres not stated)
    -5.3	-0.8	-1.5	-0.8	-4.4	25.1	-1.2	-0.8	-1.7	-6.3
> COc1ccc(C(=O)C2CCCN(C3CSCCSC3)C2)cc1OC (configuration not stated)
    -3.7	-3.5	1.1	-0.8	2.6	-5.8	-5.9	0.4	13.6	-2.0
> CCCCCc1cc(O)c2c3c(c(=O)oc2c1)CN(C)CC3
    2.5	7.8	2.0	3.2	0.5	-2.8	-37.7	-118.1	-1.3	5.8
> Fc1ccc(N2Cc3ccccc3-n3nncc3C2)cc1
    -1.7	1.4	.	-2.8	-3.5	4.1	6.5	-0.2	-18.0	4.4
> Cc1ccc(OC(=O)N(C)C[C@@H]2OCc3cnnn3CCCC(=O)N([C@H](C)CO)C[C@@H]2C)cc1
    -3.9	1.0	0.6	-5.0	3.9	0.8	-0.5	-0.2	1.8	4.2
> Cc1ccsc1C(=O)C1CCCN(Cc2cnc(N)nc2)C1 (configuration not stated)
    -3.8	0.9	3.7	10.6	3.5	-3.1	1.4	0.4	-5.0	2.6
